High-throughput results from PubChem BioAssay.
GSH fluor – compound fluoresces at 488/530 nm on GSH beads; GSH beads flow cytometry, compound fluorescence 488/530 nm; stronger effect = higher value; fluorescence (KMESF) at 10 µM; 190,000 tested, 0.25% active; AID 1776; in the data active = fluorescence above about 89;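 also: glutathione beads carrying GST-tagged Bcl family fusion proteins plus one bare bead set; values are compound well signal with DMSO vehicle wells as background; inactives centre near 16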
RGS7-Gao reg – regulators of human RGS7-Galphao interaction; P09471; Multiplexed bead flow cytometry, RGS7-Galphao binding; actives lie on both sides; binding response (% of control), % at 10 µM; 220,000 tested, 0.35% active; AID 1439; in the data active = binding response below about 49% or above about 150%; inconclusive = no clear call, values can overlap the other calls; inactive = in between;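 also: fluorescent Galphao held in activated GDP-AlF4 state binding bead-coupled RGS7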
ABCB1 block – inhibitors of human ABCB1 transporter, ABCG2 counter-screen | P08183 | CCRF-Adr cells, JC-1 efflux, flow cytometry | inhibition, % at 6.6 µM | 190,000 tested, 0.067% active | AID 1326; in the data active = inhibition above about 40%;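 also: 0% = vehicle and 100% = reference inhibitor; higher value means more JC-1 retained so stronger ABCB1 efflux block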
Avidin bead fluor – compound fluoresces at 488/530 nm on avidin beads | compound fluorescence 488/530 nm, flow cytometry; stronger effect = higher value | fluorescence (KMESF) at 10 µM | 220,000 tested, 0.38% active; in the data active = fluorescence above about 47; also: inactives centre near 10
Bcl-W Bim block – human Bim-Bcl-W interaction inhibition | Q92843 | bead-based flow cytometry, Bim peptide-Bcl-W binding | inhibition, % at 10 µM | 190,000 tested, 0.02% active | AID 952;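 also: 0% = bound tracer without compound and 100% = peptide blocker; higher means less fluorescent Bim peptide bound to Bcl-W beads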
Bim-Bfl-1 – inhibitors of Bim-Bfl-1 interaction, human; Bead-based flow cytometry, Bim-Bfl-1 binding inhibition; Q16548; inhibition, % at 10 µM; 190,000 tested, 0.12% active;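 also: 0% = wells without compound plus tracer and 100% = blocker peptide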
RGS4-Gao reg – modulates binding of RGS4 to human Galphao; P09471; Multiplexed bead flow cytometry; actives lie on both sides; 220,000 tested, 0.33% active; binding response (% of control), % at 10 µM; in the data active = binding response below about 49% or above about 150%; inactive = in between;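 also: fluorescent Galphao activated with aluminum fluoride binding bead-coupled RGS4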
ABCG2 block – blocks JC-1 efflux by human ABCG2 transporter | 190,000 tested, 0.1% active | Q9UNQ0 | AID 1325 | inhibition, % at 6.6 µM | IgMXP3 cells, flow cytometry;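 active = inhibition above 80%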;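 also: 0% = DMSO and 100% = nicardipine control wells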
Target sequence (Q9UNQ0 whole entry, looked up): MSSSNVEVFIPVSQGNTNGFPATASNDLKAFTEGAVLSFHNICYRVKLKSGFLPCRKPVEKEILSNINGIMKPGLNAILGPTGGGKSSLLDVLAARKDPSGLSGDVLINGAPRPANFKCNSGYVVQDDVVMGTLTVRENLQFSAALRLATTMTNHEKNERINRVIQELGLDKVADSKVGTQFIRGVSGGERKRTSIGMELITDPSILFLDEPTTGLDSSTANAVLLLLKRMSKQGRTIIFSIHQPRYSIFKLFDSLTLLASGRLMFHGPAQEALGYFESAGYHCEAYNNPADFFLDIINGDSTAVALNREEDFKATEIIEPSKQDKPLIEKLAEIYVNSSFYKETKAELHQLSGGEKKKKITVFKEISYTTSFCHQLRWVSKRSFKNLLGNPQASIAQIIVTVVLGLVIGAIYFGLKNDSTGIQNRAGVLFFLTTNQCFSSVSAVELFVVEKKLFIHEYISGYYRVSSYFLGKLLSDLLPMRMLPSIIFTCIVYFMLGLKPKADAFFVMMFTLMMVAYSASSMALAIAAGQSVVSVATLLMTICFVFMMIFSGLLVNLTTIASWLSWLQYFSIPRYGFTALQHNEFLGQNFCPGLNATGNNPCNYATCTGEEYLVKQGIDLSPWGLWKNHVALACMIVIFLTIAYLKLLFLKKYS
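Incubation: cells with compound and JC-1, 10 min at 25 °C, rotating, no wash / Test system: IgMXP3 (ABCG2) plus far-red-tagged CCRF-Adr (ABCB1) cells / Compound dosing: one concentration, 6.6 µM final / Also added: JC-1 fluorescent substrate / Evaluation: efflux inhibition in percent versus controls / Detection: flow cytometry, 530 nm JC-1 signal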
Bcl-B Bim block – human Bim-Bcl-B interaction inhibition | inhibition, % at 10 µM | 190,000 tested, 0.073% active | bead-based flow cytometry, Bim peptide-Bcl-B binding;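 also: 0% = tracer peptide without compound and 100% = reference inhibitor peptide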
Bcl-XL Bim block – disrupts Bim peptide binding to human Bcl-XL | Q07817 | bead flow cytometry, fluorescence | inhibition, % at 10 µM | 190,000 tested, 0.04% active
Bim-Bcl-2 – disrupts Bim peptide binding to human Bcl-2; P10415; 190,000 tested, 0.06% active; AID 950; inhibition, % at 10 µM; Bead-based flow cytometry, Bim peptide-Bcl-2 binding; in the data active = inhibition above about 40%; inconclusive = no clear call, values can overlap the other calls;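 also: 0% = no compound wells with probe peptide and 100% = reference peptide inhibitor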
An asterisk follows results filed as active; ? = inconclusive. Rule as the data show it, unless noted: active = inhibition above about 40%.

no. | Structure | GSH fluor | RGS7-Gao reg | ABCB1 block | Avidin bead fluor | Bcl-W Bim block | Bim-Bfl-1
1 | CCN1CCN(C(c2cc3cccc(C)c3[nH]c2=O)c2nnnn2Cc2ccccc2)CC1 (stereo not given) | 15 | 109.6 | 0.4 | 41 | -1.0 | 1.0
2 | C[C@H](NC(=O)C1(c2ccccc2)CCN(C(=O)[C@H]2CSCN2C(=O)OC(C)(C)C)CC1)C(=O)O | 36 | 101.5 | -0.2 | 11 | -2.0 | -12.0
3 | CCOc1ccc(C(=O)N2CCCCCC2)cc1 | 36 | 101.0 | 1.1 | 13 | 3.0 | -10.0
4 | O=C(Nc1ccc(-c2nc3ccccc3o2)cc1)c1ccc(N2C(=O)C3C4C=CC(C4)C3C2=O)cc1 (stereo not given) | 44 | 101.2 | 0.1 | 3 | 11.0 | 0.0
5 | CC1Cc2ccccc2N1C(=O)COC(=O)c1ccc(Br)o1 (stereo not given) | 16 | 98.9 | 0.5 | 9 | -1.0 | 6.0
6 | CCN1CCN(CCCOc2ccc(-c3ccccc3)cc2)CC1 | 35 | 99.0 | 0.6 | 8 | 0.0 | -14.0
7 | COC(=O)c1ccccc1Oc1c(F)c(F)nc(N2CCOCC2)c1F | 11 | 95.0 | 0.4 | 15 | -1.0 | -1.0
8 | Cc1ccc2[nH]c(CN3CCC(CO)(CC4CCCCO4)CC3)c(C)c2c1 (stereo not given) | 16 | 100.8 | 1.3 | 7 | -5.0 | -5.0
9 | C=CCN(c1cccc(C(F)(F)F)c1)S(=O)(=O)c1cccc(C(=O)OCC(=O)Nc2ccccc2)c1 | 11 | 98.7 | 1.8 | 13 | 2.0 | 0.0
10 | COc1cc(NC(=O)Cc2ccccc2OC)cc(OC)c1 | 36 | 100.5 | 0.2 | 5 | 1.0 | -12.0
11 | COc1cc(NC2c3ccccc3C(=O)N2Cc2ccc3c(c2)OCO3)cc(OC)c1OC (stereo not given) | 26 | 100.6 | 0.9 | 6 | 0.0 | -9.0
12 | O=S(=O)(NCc1csc(-c2cccnc2)n1)c1cccs1 | 14 | 103.1 | 0.3 | 25 | -5.0 | -7.0
13 | COc1ccc(Cn2nnnc2C(c2cc3cccc(C)c3[nH]c2=O)N2CCOCC2)cc1 (stereo not given) | 24 | 96.2 | 0.8 | 20 | -2.0 | -5.0
14 | O=c1[nH]c2ccc(Br)cc2c(-c2ccccc2)c1CN1CCOCC1 | 22 | 102.9 | 0.7 | 6 | 3.0 | -4.0
15 | Cc1c(Cl)cccc1NC(=O)COC(=O)CCc1nc2ccccc2n1-c1ccccc1 | 11 | 100.6 | 1.0 | 10 | -6.0 | -3.0

no. | RGS4-Gao reg | ABCG2 block | Bcl-B Bim block | Bcl-XL Bim block | Bim-Bcl-2
1 | 109.9 | 1.4 | 2.0 | -2.0 | 0.0
2 | 103.2 | -0.7 | -11.0 | -8.0 | -7.0
3 | 99.6 | 2.8 | -5.0 | -2.0 | -5.0
4 | 104.8 | -0.4 | 0.0 | 0.0 | 0.0
5 | 101.5 | 15.2 | -1.0 | -3.0 | 3.0
6 | 98.0 | 2.6 | -7.0 | -5.0 | -7.0
7 | 102.2 | 1.0 | -1.0 | 0.0 | 1.0
8 | 103.6 | 1.5 | -3.0 | -4.0 | -4.0
9 | 96.6 | 8.9 | 1.0 | -4.0 | 0.0
10 | 99.1 | 2.7 | -9.0 | 3.0 | -6.0
11 | 100.1 | 3.0 | -6.0 | -1.0 | -7.0
12 | 100.9 | 3.9 | -9.0 | -5.0 | -6.0
13 | 96.6 | 2.0 | 0.0 | -3.0 | -2.0
14 | 99.6 | 3.3 | 0.0 | 1.0 | -8.0
15 | 98.3 | 5.5 | -3.0 | -5.0 | -1.0

Arranged by the number under Bim-Bfl-1 (highest first): 3 from the list above.
| nr | structure | Bim-Bfl-1 |
| --- | --- | --- |
| 5 | CC1Cc2ccccc2N1C(=O)COC(=O)c1ccc(Br)o1 (stereo not given) | 6.0 |
| 1 | CCN1CCN(C(c2cc3cccc(C)c3[nH]c2=O)c2nnnn2Cc2ccccc2)CC1 (stereo not given) | 1.0 |
| 14 | O=c1[nH]c2ccc(Br)cc2c(-c2ccccc2)c1CN1CCOCC1 | -4.0 |

Later entries:
no. | Structure | GSH fluor | RGS7-Gao reg | ABCB1 block | Avidin bead fluor | Bcl-W Bim block | Bim-Bfl-1
16 | O=C(COC(=O)COc1ccccc1)Nc1cccc([N+](=O)[O-])c1 | 8 | 81.3 | 1.3 | 15 | 0.0 | 1.0
17 | CC1CCCCN1CCNC(=O)Cn1nc(-c2ccccc2)ccc1=O (stereo not given) | 46 | 98.8 | 0.0 | 7 | 1.0 | -5.0
18 | COc1ccc(N2C(=O)c3cccc4cc(Br)cc(c34)C2=O)cc1 | 15 | ? | 0.9 | 9 | -2.0 | -4.0
19 | Cc1ccc2c([N+](=O)[O-])c(C)ccc2n1 | 30 | 102.2 | -0.2 | 15 | -2.0 | -2.0
20 | CCn1nnnc1SCC(=O)c1ccc(C)cc1C | 56 | 95.9 | 0.3 | 3 | 0.0 | 1.0

no. | RGS4-Gao reg | ABCG2 block | Bcl-B Bim block | Bcl-XL Bim block | Bim-Bcl-2
16 | 79.8 | 5.3 | 2.0 | 2.0 | 6.0
17 | 99.5 | 0.4 | -7.0 | 9.0 | -7.0
18 | 103.0 | 2.5 | -5.0 | -2.0 | 0.0
19 | 103.9 | -0.6 | -2.0 | 0.0 | -1.0
20 | 89.1 | 0.0 | -9.0 | -1.0 | -2.0

Grouped by structure, the compounds so far containing a halogen
no. | Structure | GSH fluor | RGS7-Gao reg | ABCB1 block | Avidin bead fluor | Bcl-W Bim block | Bim-Bfl-1
5 | CC1Cc2ccccc2N1C(=O)COC(=O)c1ccc(Br)o1 (stereo not given) | 16 | 98.9 | 0.5 | 9 | -1.0 | 6.0
7 | COC(=O)c1ccccc1Oc1c(F)c(F)nc(N2CCOCC2)c1F | 11 | 95.0 | 0.4 | 15 | -1.0 | -1.0
9 | C=CCN(c1cccc(C(F)(F)F)c1)S(=O)(=O)c1cccc(C(=O)OCC(=O)Nc2ccccc2)c1 | 11 | 98.7 | 1.8 | 13 | 2.0 | 0.0
14 | O=c1[nH]c2ccc(Br)cc2c(-c2ccccc2)c1CN1CCOCC1 | 22 | 102.9 | 0.7 | 6 | 3.0 | -4.0
15 | Cc1c(Cl)cccc1NC(=O)COC(=O)CCc1nc2ccccc2n1-c1ccccc1 | 11 | 100.6 | 1.0 | 10 | -6.0 | -3.0
18 | COc1ccc(N2C(=O)c3cccc4cc(Br)cc(c34)C2=O)cc1 | 15 | ? | 0.9 | 9 | -2.0 | -4.0

no. | RGS4-Gao reg | ABCG2 block | Bcl-B Bim block | Bcl-XL Bim block | Bim-Bcl-2
5 | 101.5 | 15.2 | -1.0 | -3.0 | 3.0
7 | 102.2 | 1.0 | -1.0 | 0.0 | 1.0
9 | 96.6 | 8.9 | 1.0 | -4.0 | 0.0
14 | 99.6 | 3.3 | 0.0 | 1.0 | -8.0
15 | 98.3 | 5.5 | -3.0 | -5.0 | -1.0
18 | 103.0 | 2.5 | -5.0 | -2.0 | 0.0
